AmpC inh no detg: blocks E. coli AmpC beta-lactamase in detergent-free assay; P00811; AmpC nitrocefin hydrolysis, absorbance 480 nm, 0.0001% Triton; Potency, µM (top dose mostly 57.1 µM), for the others: at the top dose activity change, negative = inhibition, usual class: inhibitors; 0.52% of 330,000 active;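 note: potency is the fitted concentration of half-maximal effect; plate controls were no compound for no effect and no enzyme for full effect; nearly all actives have a fitted effect of over 20% in size; some results filed as inactive show a strong effect at the top dose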
Target sequence (P00811 whole entry, looked up): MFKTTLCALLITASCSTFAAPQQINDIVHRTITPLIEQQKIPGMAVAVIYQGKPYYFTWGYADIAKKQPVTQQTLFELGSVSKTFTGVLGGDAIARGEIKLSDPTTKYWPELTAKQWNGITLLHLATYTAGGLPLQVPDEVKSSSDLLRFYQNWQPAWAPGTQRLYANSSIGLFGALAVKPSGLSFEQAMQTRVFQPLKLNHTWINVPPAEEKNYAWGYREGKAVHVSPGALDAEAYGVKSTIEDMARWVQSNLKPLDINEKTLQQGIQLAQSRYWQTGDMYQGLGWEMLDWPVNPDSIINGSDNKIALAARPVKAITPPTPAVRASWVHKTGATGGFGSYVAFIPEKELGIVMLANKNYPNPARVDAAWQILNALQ
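20 mM phosphate pH 7.0 + 0.01% (detergent screen) or 0.0001% Triton X-100; 5.3 nM AmpC reagent; cpd preinc 15 min RT; nitrocefin (800 uM stock) to start; A480 q20 s × 4 min; Activity was normalised to no-enzyme and no-compound control wells.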
Cycloheximide cs: affects cycloheximide protein synthesis inhibition readout, counter-screen; cell reporter, cycloheximide protein synthesis inhibition counterscreen; max response, %; 12% of 300,000 active; AID 2314; in the data active = max response mostly above about 13%, no sharp cut-off; inactive = mostly below about 14%; note: read at 38.3 µM for the half of the compounds with a filed dose; 0% is about no effect
Giardia FBPA inh: inhibitors of Giardia lamblia fructose-1,6-bisphosphate aldolase | A8B2U2 | purified Giardia FBPA | Potency, µM (highest dose often 59.6 µM), without a hit: at the top dose activity, negative = inhibition, actives largely listed as inhibitors | 0.71% of 290,000 active; note: potency is the fitted concentration of half-maximal effect; % is set by controls: 0 for no effect and ±100 for the full control effect; nearly all actives have a fitted effect of over 55% in size
Target sequence (A8B2U2 whole entry, looked up): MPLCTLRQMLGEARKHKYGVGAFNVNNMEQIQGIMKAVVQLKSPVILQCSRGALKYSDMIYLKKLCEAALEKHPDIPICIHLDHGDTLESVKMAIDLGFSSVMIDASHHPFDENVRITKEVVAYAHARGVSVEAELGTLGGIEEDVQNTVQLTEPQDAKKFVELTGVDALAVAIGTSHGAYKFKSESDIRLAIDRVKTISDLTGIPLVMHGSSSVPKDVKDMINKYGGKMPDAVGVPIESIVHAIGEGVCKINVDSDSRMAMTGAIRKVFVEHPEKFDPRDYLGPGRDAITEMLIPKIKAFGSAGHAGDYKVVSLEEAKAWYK
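Giardia FBPA (40 nM reagent) was preincubated 10 min at RT with compound (up to 57.5 uM final), then substrate plus GAPDH/TPI/NAD/arsenate coupling system with diaphorase/resazurin was added; resorufin fluorescence (525/598 nm) was read after 20 min.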
AmpC inh detg: blocks E. coli AmpC beta-lactamase in detergent assay; AmpC hydrolysis of nitrocefin, absorbance 480 nm, 0.01% Triton; 0.041% of 370,000 active; Potency, µM (titrated, usually from 114 µM), for the others: at the highest dose activity change, negative = inhibition, actives largely listed as inhibitors;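 note: potency is the fitted concentration of half-maximal effect; 0% = no-compound wells and -100% = no-enzyme wells; nearly all actives have a fitted effect of over 25% in size; some results filed as inactive show a strong effect at the top dose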
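AmpC (5.3 nM in the dispensed reagent) in 20 mM phosphate pH 7.0 with 0.01% (detergent screen) or 0.0001% Triton X-100 was preincubated with compounds for 15 min at room temperature. Nitrocefin was then added from an 800 uM solution, and hydrolysis was followed at 480 nm.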
HCMV inh: human cytomegalovirus inhibition; HFF cells, HCMV-luciferase reporter, 72 h; active compounds read low; 4.5% of 410,000 active; AID 1259415; activity change, negative = inhibition, % at 57.5 µM; in the data active = activity change below about -60%; inconclusive = no clear call, values can overlap the other calls; inactive = above about -39%; note: % is set by controls: 0 for no effect and ±100 for the full control effect
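Compounds were evaluated in HFFs infected with an HCMV luciferase reporter virus (MOI 1 PFU/cell). Luciferase in lysates collected 72 h post infection served as the replication measure.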
Shiga toxin inh: inhibitors of Shiga toxin in Vero cells; Vero cells, Shiga toxin protein synthesis inhibition reporter; inhibition, % at 38.7 µM; 9.2% of 290,000 active; in the data active = inhibition mostly above about 28%, no sharp cut-off; inactive = mostly below about 43%; note: 0% is about no effect
AMA1 RON2 block: AMA1-RON2 (P. falciparum) interaction inhibition; AlphaScreen AMA1-biotinylated RON2 peptide binding; Potency, µM (top dose mostly 58.2 µM), inactives show at the top dose activity change, negative = inhibition, most hits filed as inhibitors; 0.2% of 360,000 active; AID 720542;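 note: potency is the fitted concentration of half-maximal effect; 0% = vehicle wells and -100% = peptide control; nearly all actives have a fitted effect of over 45% in size; some results filed as inactive show a strong effect at the top dose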
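AMA1 (3D7) with his tag at 25 nM final met compounds first, then biotinylated RON2 peptide at 25 nM; detection used donor plus acceptor beads, 10 µg/mL apiece, read by AlphaScreen after 30 min at room temperature.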
* marks the source's active call; other numbers are inactive results; ? = inconclusive; nt = not tested or not shown; & = joins results of further samples; [ ] = another dose, or the depositor's remark. Unless noted, calls come from the whole dose curve; as a rule, active = well fitted curve in the direction sought with a large enough effect; inconclusive = small, poorly fitted or top-dose-only effect, or another doubt; inactive = no such curve, though single readings can be large; an effect the other way counts as inactive or inconclusive.

SMILES	AmpC inh no detg	Cycloheximide cs	Giardia FBPA inh	AmpC inh detg	HCMV inh	Shiga toxin inh	AMA1 RON2 block
O=C(NC1CCc2ccccc21)C1CCN(S(=O)(=O)c2ccc(Cl)cc2)CC1 (stereo unspecified)	-14%	-3	-2%	?	-27	-6	5%
CNc1ccccc1	-12%	nt	nt	-1%	-22	nt	8%
CCN1CCCC1CNC(=O)c1cc(NC(C)=O)c(N(C)C)cc1OC (stereo unspecified)	-7%	-4	-7%	2%	-68*	-13	-11%
Cc1ccc(C)c(NC(=O)C2CCCN2C(=O)OC(C)(C)C)c1 (stereo unspecified)	-17%	-2	1%	?	?	14	3%
Cc1ccc(-n2c(C)nc3cc(Cl)ccc3c2=O)nc1	-12%	28*	0%	-2%	-3	63*	22%
CC(C)C1CC(O)(C2(O)CCCCC2)ON1 (stereo unspecified)	-17%	-3	3%	-6%	60	-8	0%
Cc1ccc(N/N=C2\CCS(=O)(=O)c3sccc32)cc1	-23%	15	-16%	?	30	21	6%
COc1ccc(C2C(C(C)=O)=C(O)C(=O)N2CCO)c(OC)c1 (stereo unspecified)	-15%	-4	-4%	-12%	5	-15	-9%
COc1cc(CNC2CCCCCC2)cc(OC)c1OC	nt	3	?	-1%	1	-8	-1%
Oc1ccc2c3c1O[C@H]1c4oc5ccccc5c4C[C@@]4(O)[C@@H](C2)N(CC2CC2)CC[C@]314	6%	-3	1%	-2%	?	25	-4%
CN(C)CCCNS(=O)(=O)c1cc(Cl)ccc1Cl	-13%	2	-4%	?	23	30	-5%
O=C(NCCCN1CCCC1)C1CCN(C(=O)c2cc3sccc3n2Cc2ccc(F)cc2)CC1	154%[activator]	-2	-18%	-12%	nt	-9	7%
Cc1oc(-c2ccc(Cl)cc2)nc1CN1CCC(C(=O)NCCCN2CCCC2=O)CC1	70%[activator]	-6	1%	?	-16	-17	38%[activator]
O=C(NC1CCN(Cc2ccccc2)CC1)c1ccccc1F	6%	-5	1%	-2%	2	-9	2%
Cc1cccc(C(=O)OCC(=O)c2c(N)n(CC(C)C)c(=O)n(C)c2=O)c1[N+](=O)[O-]	35%	nt	nt	-2%	?	nt	3%
Cc1ccc(F)cc1NC(=O)c1ccc(NS(=O)(=O)c2ccc(Br)s2)cc1	-30%	-1	11%	-11%	5	-3	10%
O=C(Cn1nc(-c2ccccc2)nc1-c1ccccc1)N1CCOCC1	1%	-3	-7%	-6%	22	-13	10%
C=C(C)Cn1c(=O)c2c(nc3n2CCCN3Cc2ccccc2)n(C)c1=O	41%	-4	-1%	?	-16	-3	-10%
Nc1cccc2c1C(=O)N(CCOc1ccc(F)cc1)C2=O	-6%	54*	11%	1%	93	140*	11%
CN(C)S(=O)(=O)N(CCN1CCOCC1)Cc1ccccc1F	-21%	-5	-8%	2%	65	-19	-4%
CS(=O)(=O)N1CCC(C(=O)Nc2ccccc2Br)CC1	-12%	2	15%	-16%	41	nt	-3%
NC(=O)C1CCN(C(=O)c2cc3ccccn3n2)CC1	-3%	-2	4%	-10%	26	-7	10%
NNC(=O)c1cc(S(=O)(=O)N2CCOCC2)c[nH]1	-36%	nt	nt	1%	0	nt	99%[activator]
CC(=O)/C(=N\Nc1cccc(Cl)c1)Sc1nnc(-c2ccccc2)n1-c1ccccc1	-18%	-6	-27%	1%	?	-5	0%
O=C(C(Cc1ccccc1)N1C(=O)c2ccccc2C1=O)N1c2ccccc2CCc2ccccc21 (stereo unspecified)	-18%	6	-5%	-15%	-66*	25	-2%

The final 3 entries of the part above come first, to join the parts:
SMILES	AmpC inh no detg	Cycloheximide cs	Giardia FBPA inh	AmpC inh detg	HCMV inh	Shiga toxin inh	AMA1 RON2 block
NNC(=O)c1cc(S(=O)(=O)N2CCOCC2)c[nH]1	-36%	nt	nt	1%	0	nt	99%[activator]
CC(=O)/C(=N\Nc1cccc(Cl)c1)Sc1nnc(-c2ccccc2)n1-c1ccccc1	-18%	-6	-27%	1%	?	-5	0%
O=C(C(Cc1ccccc1)N1C(=O)c2ccccc2C1=O)N1c2ccccc2CCc2ccccc21 (stereo unspecified)	-18%	6	-5%	-15%	-66*	25	-2%
COc1ccc(-c2ccc(S(=O)(=O)N3CCCC3)cc2)cc1	-1%[2.29 µM]	6	-9%	3%	-24	18	1%
Cc1noc(NS(=O)(=O)c2ccc(NC(=O)CC(C)C)cc2)c1C	-2%	-2	-3%	-5%	20	-16	-8%
COc1ccc2[nH]c(C)c(C(=O)CN3CCN(C(=O)c4ccco4)CC3)c2c1	0%	14	-2%	-5%	29	-12	-2%
Cn1c(=O)cc(Nc2ccccc2)c2c(=O)n(-c3ccccc3)c(=O)n(-c3ccccc3)c21	87%[activator]	6	5%	6%	-17	-4	-2%
CCOC(=O)COc1cccc2c(=O)n(CC(=O)NCc3ccccc3)ccc12	-8%	-1	9%	4%	-70*	-13	-1%
Cc1ccc(S(=O)(=O)N2CCCCC2)cc1NC(=O)COC(=O)Cc1c(F)cccc1Cl	-25%	-3	2%	-8%	4	3	-3%
Cc1sc2nc(-c3ccc(Br)cc3)oc(=O)c2c1C	52%	-3	3%	?	nt	-7	5%
O=C(O)CN1C(=O)c2ccc(Oc3cccc4c3C(=O)N(CC(=O)O)C4=O)cc2C1=O	-11%	-3	12%	?	16	-11	-20%
Cc1nn(C)c(Oc2cccc(C(F)(F)F)c2)c1C=O	1%	-3	2%	5%	-32	18	-7%
Oc1ccc(C[C@H]2CNCCN2CCc2cccc3ccccc23)cc1	23%	nt	nt	-9%	-1	nt	-11%
O=CN1CCCN(Cc2nc(Cc3ccccc3F)no2)CC1	-8%	8	4%	0%	-19	-3	6%
CN1C(=O)c2ccc(C(=O)Nc3ccc(Br)cn3)cc2C1=O	-13%	2	3%	-11%	-13	-3	-9%
COc1ccc(C(=O)Cc2cc(OC)c(OC)cc2C(=O)c2ccccc2F)cc1OC	151%[activator]	-1	-4%	6%	-5	3	-2%
CS(=O)(=O)c1ccccc1-c1nnc(NC(=O)COc2ccc(Cl)cc2)o1	21%	nt	nt	-8%	-17	nt	22%
COCCN(CC1CCCN(C2Cc3ccccc3C2)C1)C(=O)c1ccc(C(C)=O)cc1 (stereo unspecified)	58%	5	-2%	-14%	-16	16	7%
COc1cccc(CN2CCN(c3ncccn3)CC2)c1	-2%	1	-10%	-6%	104	15	-18%
O=C1CSC(c2cn(-c3ccccc3)nc2-c2cc3ccccc3oc2=O)N1Cc1cccnc1 (stereo unspecified)	130%[activator]	5	-11%	-2%	23	-18	6%
COc1ccccc1-c1coc2c(CN3CCCCC3C)c(O)ccc2c1=O (stereo unspecified)	-25%	-1	-3%	2%	-4	nt	3%
COc1cc2c(cc1OC)CN(C(=O)CSc1nc3[nH]ncc3c(=O)n1-c1ccccc1)CC2	77%[activator]	-3	0%	?	nt	-8	19%
Cc1ccc(N2C(=O)CSC2c2c(F)cccc2Cl)cc1 (stereo unspecified)	12%	-5	-1%	?	-13	-21	0%
CCCNC(=O)c1ccc(C2SCC(=O)N2Cc2ccccc2)cc1 (stereo unspecified)	-18%	-2	6%	-5%	-27	5	1%
COc1ccc(NC(=O)c2cc3ccccc3cc2OC)cc1OC	77%[activator]	15*	1%	3%	-1	23	-10%
CCCC(=O)Nc1ccc(Cl)c(NC(=O)c2ccco2)c1	-5%	7	0%	4%	-5	-3	0%
Cc1cc(C)c(C)c(OCCN2CC(C)OC(C)C2)c1 (stereo unspecified)	33%	-3	?	-14%	16	nt	28µM*
O=C(NCc1ccc(Cl)cc1)c1ccc(-n2cccn2)nc1	-30%	-6	4%	?	-31	-15	-6%

(continued)
SMILES	AmpC inh no detg	Cycloheximide cs	Giardia FBPA inh	AmpC inh detg	HCMV inh	Shiga toxin inh	AMA1 RON2 block
CCC(C)(C)C(=O)O	-18%	nt	nt	-8%	21	nt	-3%
COc1c(Cl)cc(C(=O)Nc2ccccc2-c2ccccc2)cc1Cl	-41%	-2	13%	-18%	-13	-6	8%
CCCCC(=O)Nc1nnc(SCC(=O)N2CCN(c3ccccc3OC)CC2)s1	-24%	10	8%	-1%	2	-2	14%
O=C1c2ccsc2SCCN1Cc1cccc(Cl)c1	-30%	4	-8%	-10%	-11	1	-2%
Cc1ccc(S(=O)(=O)Nc2ccc3c(c2)C(=O)NC3=O)cc1[N+](=O)[O-]	-30%	-1	nt	-1%	-4	18	-16%
CCN(CC)CCCNC(=S)N(CCO)Cc1cc2cc3c(cc2[nH]c1=O)OCCO3	-19%	1	11%	-5%	-13	-3	0%
Cc1cccc2cc(C(c3nnnn3CC3CCCO3)N3CCCC4(CCCCC4)C3)c(=O)[nH]c12 (stereo unspecified)	-4%	-3	-3%	?	nt	-13	nt
Cc1cccc(C(=O)Nc2ccn(C)n2)c1	-2%	nt	nt	0%	38	nt	4%
COc1ccc(Cl)cc1NC(=O)CN1CCN(S(=O)(=O)c2ccc(F)cc2)CC1	1%	-1	4%	-3%	-27	-5	-17%
Cc1nc(SC(C)C(=O)NC2CCCCC2C)c2c(C)c(C)sc2n1 (stereo unspecified)	-11%	-3	-4%	?	?	3	4%
COc1cc(OC)c2c(-c3ccccc3)cc(=O)oc2c1C(CC(=O)N1CCOCC1)c1ccc(N(C)C)cc1 (stereo unspecified)	169%[activator]	14&-4	-8%&-1%	6%	7	-12&-4	?
CCOc1ccc(CNC(=O)CCS(=O)(=O)Cc2cccc(Cl)c2)cc1OC	24%	-3	6%	-13%	-22	38	-6%
Cc1cccc(CCNC(=O)CC2C(=O)NCCN2Cc2ccc(F)c(F)c2)n1 (stereo unspecified)	9%	-1	-18%	8%	?	15	-9%
Cc1ccc(-n2nc3c(=S)[nH]nc(C)c3c2C)cc1	-10%	9	25µM*	-12%	-19	-3	-1%
COc1ccc(C2=Nn3c(nnc3-c3ccc(OC)cc3OC)SC2)c(OC)c1	nt	-4	1%	nt	nt	-9	nt
CNC(=S)N1CCn2cccc2C1c1ccc(F)cc1 (stereo unspecified)	16%	16	?	-2%	-7	-18	-5%
O=C(NCCCc1ccccc1)c1ccc(F)cc1	-6%	34*	7%	-15%	nt	55*	7%
COc1cccc(CSc2nnc(-c3ccc(F)cc3)o2)c1	-22%	18*	-1%	?	-10	23	6%
Cc1ccc(-n2ncc3c(=O)n(CC(=O)Nc4cccc(Cl)c4)cnc32)cc1C	-44%	-5	10%	3%	-18	-11	4%
CC[C@]12c3[nH]c4cc(-c5ccco5)ccc4c3CCN1C(=O)[C@@H](CC(=O)NC(C)(C)C)C[C@@H]2C(=O)N1CCN(C(=O)C2CC2)CC1	239%[activator]	nt	nt	nt	20	nt	-10%
CN(C)c1ccc(CNc2nc3ccccc3s2)cc1	-4%	34*	8%	-2%	nt	68*	nt
CCN1C(=O)[C@H]2[C@@H](c3ccc(C)cc3)N3C(=O)N(c4ccccc4)C(=O)[C@@]3(Cc3ccccc3)[C@H]2C1=O	29%	-2	4%	?	-4	-12	4%
Cc1nn(-c2ccccc2)c(C)c1C(=O)OCC(=O)c1c(N)n(CC(C)C)c(=O)n(C)c1=O	86%[activator]	-2	-3%	?	-79*	-9	-7%

Screening data (PubChem BioAssay)
